Screens deposited in PubChem by National Center for Advancing Translational Sciences (NCATS).
Nrf2 ARE act – Nrf2 pathway activation; AREc32 ARE-luciferase reporter (MCF7-derived line), luminescence, 24 h; Potency, µM (top dose mostly 46.1 µM), for inactives: at the highest dose activation, usual class: activators; actives 0.31% (n = 410,000); AID 624171; also: potency is read from the fitted curve at half-maximal effect; % of control where 0% means no effect; nearly all actives have a fitted effect of over 65% in size
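AREc32 cells carrying an ARE-driven firefly luciferase reporter were seeded at 1000 cells/well in OPTI-MEM with 5% FBS, then exposed to compound for 24 hr at 37 deg C. Luminescence was read with Steady-Glo after 30 min at RT.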
A549 tox – kills or reduces viability of A549 cells in Nrf2 counter-screen; actives 0.16% (n = 390,000); AID 504648; Potency, µM (top dose mostly 46 µM), inactives show at the top dose activity change, negative = cytotoxicity, actives largely listed as inhibitors; A549 ARE-Fluc cells, CellTiter-Fluor viability, 18-24 h; also: potency is read from the fitted curve at half-maximal effect; % is scaled to controls: 0 for no effect and ±100 for the full control effect
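Cytotoxicity counterscreen: CellTiter-Fluor fluorescence was measured in A549 ARE_Fluc cells after 18-24 h of compound exposure in a concentration series. The subsequent BugLite luminescent read reports ARE-luciferase activity.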
HepG2 viability – counter-screen for TGF-b inhibitors: cytotoxicity in HepG2 cells. actives 0.76% (n = 410,000). HepG2 CAGA-GFP viability, ATP luminescence, 18 h. AID 588856. Potency, µM (top dose mostly 46.1 µM), inactives show top-dose activity change, negative = cytotoxicity, most hits filed as cytotoxic; also: potency is read from the fitted curve at half-maximal effect; some results filed as inactive show a strong effect at the top dose
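HepG2 CAGA-GFP cells (1000/well, DMEM with 1% FBS) received compound, then TGF-beta at 500 pg/mL final, and were incubated 18 hours at 37 degrees C. Viability was read by CellTiter-Glo luminescence. Media-only wells were set as complete cell-killing and DMSO as no toxicity.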
EPAC2 agonist – agonists of human EPAC2 (RAPGEF4); Potency, µM (titrated, usually from 154 µM), for inactives: at the highest dose activation, hits mostly activators; Q8WZA2; actives 0.079% (n = 360,000); EPAC2 activation, biochemical qHTS; response scale: 100% = 6.5 mM cAMP response; also: potency is read from the fitted curve at half-maximal effect; nearly all actives have a fitted effect of over 50% in size
Target sequence (Q8WZA2 whole entry, looked up): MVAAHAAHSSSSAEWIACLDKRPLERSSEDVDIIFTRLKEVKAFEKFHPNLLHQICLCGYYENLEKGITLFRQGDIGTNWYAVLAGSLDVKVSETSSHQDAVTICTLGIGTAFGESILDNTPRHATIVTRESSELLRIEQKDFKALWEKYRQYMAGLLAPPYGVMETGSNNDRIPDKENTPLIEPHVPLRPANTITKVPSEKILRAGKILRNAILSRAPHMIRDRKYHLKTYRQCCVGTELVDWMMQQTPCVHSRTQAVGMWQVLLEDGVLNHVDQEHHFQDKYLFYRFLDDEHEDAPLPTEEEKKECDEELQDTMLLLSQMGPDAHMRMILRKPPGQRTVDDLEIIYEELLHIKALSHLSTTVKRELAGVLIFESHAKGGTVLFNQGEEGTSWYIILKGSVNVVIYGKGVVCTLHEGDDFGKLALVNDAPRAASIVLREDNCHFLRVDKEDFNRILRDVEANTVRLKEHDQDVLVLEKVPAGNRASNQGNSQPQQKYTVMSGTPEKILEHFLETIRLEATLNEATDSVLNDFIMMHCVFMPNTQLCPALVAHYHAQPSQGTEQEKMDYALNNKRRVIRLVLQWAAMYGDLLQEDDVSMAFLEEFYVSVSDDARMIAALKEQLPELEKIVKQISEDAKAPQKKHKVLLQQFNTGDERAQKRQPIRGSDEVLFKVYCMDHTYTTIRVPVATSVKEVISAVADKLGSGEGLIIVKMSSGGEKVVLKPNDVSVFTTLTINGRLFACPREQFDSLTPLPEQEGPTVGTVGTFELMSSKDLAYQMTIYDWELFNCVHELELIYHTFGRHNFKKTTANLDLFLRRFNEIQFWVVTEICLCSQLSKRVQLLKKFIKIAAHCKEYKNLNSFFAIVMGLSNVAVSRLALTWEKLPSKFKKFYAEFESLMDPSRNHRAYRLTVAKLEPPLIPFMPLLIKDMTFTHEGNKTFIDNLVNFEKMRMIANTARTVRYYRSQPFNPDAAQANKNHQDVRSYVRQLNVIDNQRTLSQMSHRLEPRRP
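Nucleotide exchange monitored as fluorescence drop when BODIPY-GDP leaves Rap1B. Reaction: 100 nM EPAC2, 250 nM RAP1B-BODIPY-GDP, 50 uM GDP, room temperature, kinetic read over 30 min. Activity expressed relative to 6.5 mM cAMP.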
S2 tox – viability counter-screen for ATXN expression inhibitors; S2 cells (HEK-293 line with an ATXN2-luciferase reporter) viability, CellTiter-Fluor protease fluorescence, 24 h; AID 651635; actives 0.49% (n = 400,000); Potency, µM (titrated, usually from 56.7 µM), actives largely listed as cytotoxic; also: potency is read from the fitted curve at half-maximal effect; nearly all actives have a fitted effect of over 40% in size
ATXN2 expr inh – ATXN2 expression inhibition; HEK-293 ATXN2-luciferase reporter, luminescence, 24 h; Potency, µM (series often up to 57 µM), without a hit: at the top dose activity change, negative = inhibition, usual class: inhibitors; actives 0.72% (n = 360,000); also: potency is read from the fitted curve at half-maximal effect; % is scaled to controls: 0 for no effect and ±100 for the full control effect; nearly all actives have a fitted effect of over 55% in size
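ATXN2-luciferase reporter cells (luciferase flanked by upstream and downstream ATXN2 gene portions) were treated 24 h at 37 °C with compounds at up to 57 uM. SteadyGlo luminescence gave expression; GF-AFC fluorescence gave viability.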
Nrf2 block – inhibitors of Nrf2 signaling. A549 ARE-Fluc reporter, luciferase luminescence, 18-24 h. Potency, µM (series often up to 46 µM), inactives show top-dose activity change, negative = inhibition, usual class: inhibitors. actives 2.1% (n = 360,000). AID 504444; also: potency is read from the fitted curve at half-maximal effect; % is scaled to controls: 0 for no effect and ±100 for the full control effect; nearly all actives have a fitted effect of over 60% in size
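Nrf2 function is reported as luminescence of an ARE-controlled luciferase in A549 cells. Compounds were tested at several concentrations, and a CellTiter-Fluor read on the same wells flagged cytotoxicity.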
IL2 activator – IL-2 activation; IL-2 activation reporter assay, cell-based qHTS; stimulated with anti-CD3/CD4/CD28 beads; in transgenic mouse T cells; activation, % (series mostly up to about 46 µM); actives 0.065% (n = 360,000); AID 652025; in the data active = activation above about 50%; inconclusive = mostly about 30% to 49%; also: 0% is about no effect
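Unstimulated transgenic mouse T cells, 750 per well, received compound and, after 60 minutes, anti-CD3/anti-CD4 bead plus anti-CD28 stimulation. EGFP and DsRed were quantified after 18 hours.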
TGFb inhibitor – inhibitors of TGF-b signaling | HepG2 CAGA-GFP TGF-b/SMAD3 reporter, GFP fluorescence, 18 h; TGF-beta stimulated, 500 pg/mL final | Potency, µM (top dose mostly 46.1 µM), for inactives: top-dose activity, negative = inhibition, actives largely listed as inhibitors | actives 1.2% (n = 410,000) | AID 588855; also: potency is read from the fitted curve at half-maximal effect; % is scaled to controls: 0 for no effect and ±100 for the full control effect; nearly all actives have a fitted effect of over 65% in size
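First, reporter cells (HEPG2 CAGA-GFP) rested 2 h at 37 degrees C. Next, compounds were pinned in and TGF-beta added to 500 pg/mL final. After 18 h, GFP was imaged per cell and summed per well.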
Active calls of the source: *; i = inactive; ? = inconclusive; / = not tested or not shown; & = joins results of further samples; [ ] = dose if it differs, or a comment. Unless noted, calls follow the shape of the dose curve; as a rule, active = well fitted curve in the direction sought with a large enough effect; inconclusive = small, poorly fitted or top-dose-only effect, or another doubt; inactive = no such curve, though single readings can be large; an effect the other way counts as inactive or inconclusive.

Below each compound – TGFb inhibitor, A549 tox, ATXN2 expr inh, S2 tox, EPAC2 agonist, Nrf2 ARE act, HepG2 viability, IL2 activator, Nrf2 block
- Nc1ccc(-c2c3ccccc3nc3ccccc23)cc1
  -0.9%, 2.0%, -8.2%, /, 12.0%, 0.2%, -8.6%, -1.3, -7.7%
- CC(=O)Nc1ccc(C(=O)CN2C(=O)NC3(CCCc4ccccc43)C2=O)c(F)c1 (stereo not drawn)
  3.7%, -3.0%, -3.0%, i, 0.4%, 6.8%, 0.6%, 0.7, 19.6%
- CCC(C)(C)n1nnnc1CN1CCC(NC(=O)c2ccccc2C)CC1
  6.8%, -4.2%, 2.6%, i, -2.4%, 0.1%, -22.0%, -0.1, 2.7%
- CCOC(=O)CCCSc1nc(-c2ccc3c(c2)OCO3)cc(C(F)(F)F)c1C#N
  ?, -2.6%, 1.2%, i, 3.9%, 1.9%, -5.2%, -2.6, -21.2%
- COC(=O)C1=C(C)NC(C)=C(C(=O)OC)C1c1ccccn1
  11.1%, 0.1%, -15.5%, i, 4.2%, -0.6%, 4.9%, -3.0, 5.2%
- O=C(O)Cn1nc2ccccc2n1
  0.0%, -3.4%, 5.1%, i, -4.2%, -0.2%, 4.9%, -0.9, 0.9%
- Cc1cc(C)c(N=C2SCC(=O)N2Cc2ccco2)c(C)c1
  38.8%, 0.5%, -24.7%, i, 25.9%, 6.9%, 23.4%, -1.3, -23.2%
- CCOC(=O)c1c(C)[nH]c(C)c1S(=O)(=O)N1CCC(C(=O)NCc2ccccc2Cl)CC1
  -25.0%, 1.7%, -5.8%, i, /, 0.4%, -14.9%, /, 27.2%
- O=S(=O)(c1ccc(S(=O)(=O)N(Cc2cccs2)CC2CCCO2)cc1)N1CCCCC1 (stereo not drawn)
  -4.9%, 3.7%, 2.4%, i, 8.2%, -0.3%, -1.6%, 1.4, /
- O=C(NCCCn1ccnc1)c1cc2cc([N+](=O)[O-])ccc2oc1=O
  -14.9%, -10.1%, 0.0%, ?, 11.5%, 5.0%, -18.1%, -4.1, 0.7%
- COC(=O)Nc1ccc(S(=O)(=O)N2CCCC(C(=O)N3CCC(C)CC3)C2)cc1 (stereo not drawn)
  -18.3%, -4.5%, -13.8%, i, -3.6%, 0.3%, 9.8%, 0.8, 1.3%
- COc1ccc2c(c1)c1ccc3c(c1n2C)C(=O)C=CC3=O
  ?, -21.3%, /, i, 3.7%, 12.4%, -21.7%, -3.0, -6.3%
- O=c1ccc(Cc2ccccn2)n[nH]1
  -4.4%, -13.2%, -14.1%, i, 1.1%, -0.1%, 16.2%, 0.2, -21.6%
- Cc1ccc(NC(=O)C(CC(C)C)NC(=O)C2CCC(C)CC2)nc1 (stereo not drawn)
  8.7%, -5.7%, -17.0%, i, 2.7%, -0.5%, -14.5%, -2.0, -5.6%
- Cc1cc(C)cc(N(CCC#N)C(=O)COC(=O)C2=COCCO2)c1
  -7.5%, -5.2%, 8.5%, i, 5.9%, -0.6%, 37.0%, 3.2, -1.8%
- COc1cc(CC(=O)Nc2ccccc2N2CCOCC2)cc(OC)c1OC
  -15.9%, 9.1%, -22.2%, i, 2.7%, -0.2%, -6.0%, 1.4, 3.5%
- CCc1nn(CCCC(=O)NCc2ccc(OC)c(OC)c2)c(=O)c2cc3occc3n12
  /, 0.6%, /, /, /, 5.3%, -12.6%, /, -23.0%
- CC(NC(=O)Cc1cccs1)c1ccccc1 (stereo not drawn)
  -25.3%, -1.3%, -21.6%[11.3 µM], i, 5.8%, -0.1%, -0.4%, 4.0, 10.3%
- Cc1cccc(-c2oc3ccccc3c2-c2ccc3c(c2)OCO3)c1
  -16.6%, 17.1%, -16.6%, i, 10.1%, -0.7%, -20.5%, -2.6, -9.4%
- CCOC(=O)N1CCC(NC(=O)CCc2c(C)nc3ncnn3c2C)CC1
  10.9%, -7.4%, 2.1%, i, 1.6%, -0.9%, 14.4%, -3.9, 1.0%
- Cc1cc(C)n(CCCNC(=O)c2ccc3c(c2)NC(=O)CS3)n1
  9.1%, -1.0%, -3.2%, i, 1.4%, -0.2%, -21.7%, -1.5, 8.0%
- CN(C(=O)CSc1nc2ccccc2s1)c1c(N)n(Cc2ccccc2)c(=O)[nH]c1=O
  -0.8%, 3.2%, ?, ?, 3.8%, 3.2%, -5.2%, 0.8, ?
- CC1(C(=O)NS(=O)(=O)c2ccccc2)CCN1C(=O)Cc1ccc(-c2ccccc2)cc1 (stereo not drawn)
  3.0%, /, -5.0%, i, -2.0%, 0.4%, 1.5%, 2.4, /
- O=C(NC(=S)Nc1ccc2c(c1)OCCO2)c1ccccc1
  3.2%, 10.1%, 69.1%[activator], i, 9.4%, -0.7%, -3.2%, -0.9, /
- Cc1cccc(C)c1NC(=O)CCCSc1nnc(-c2ccco2)o1
  -7.4%, -9.8%, -6.2%, i, 2.5%, 1.7%, -15.8%, 7.6, 1.0%
- Cc1ccc(CNC(=O)CN(c2cccc([N+](=O)[O-])c2)S(C)(=O)=O)cc1
  11.7%, 0.3%, -9.4%, i, 6.5%, 0.3%, 13.0%, -0.9, 17.2%
- CC1(c2ccccc2)NC(=O)N(CC#N)C1=O (stereo not drawn)
  4.2%, -0.7%, -0.5%, i, 5.3%, -0.2%, 1.3%, 0.4, 7.2%
- COc1ccc(-c2nnc(-c3ccc(OCC(C)C)cc3)o2)cc1
  1.3%, -17.7%, -13.4%, i, -15.5%, 0.2%, -3.3%, 0.6, 15.0%
- O=C(CCn1cnc2onc(-c3ccc(F)cc3)c2c1=O)N1CCN(c2cccc(Cl)c2)CC1
  -2.4%, -2.9%, -17.4%, ?, /, 6.2%, -21.3%, /, ?
- O=C(Cc1cccs1)N1CCN(c2nc(-c3ccc(Cl)cc3)cs2)CC1
  -19.3%, -28.5%, -30.5%, i, -2.4%, 3.6%, -2.4%, -2.0, 18.4µM*
- Oc1c(Cl)cc(Cl)cc1CNc1nccs1
  -14.2%, 0.8%, -2.1%, i, 3.2%, 10.3%, 10.0%, -3.8, -6.4%
- Cc1c(C#N)c(=O)c(-[n+]2ccccc2)c([S-])n1-c1ccc(Cl)cc1
  -1.2%, 1.6%, 5.6%, i, -7.6%, 0.3%, 0.4%, -2.1, 7.4%
- COc1cccc(NC(=O)C2CCCN2S(=O)(=O)c2ccc3c(c2)n(C)c(=O)c(=O)n3C)c1 (stereo not drawn)
  12.4%&-6.4%, 3.2%&2.6%, 8.0%, i, 6.4%, 0.0%&-0.4%, 0.1%&-34.6%, -1.2, 0.7%&1.3%
- Cc1ccc(C)c(NC(=O)C2CCCN(c3cnccn3)C2)c1 (stereo not drawn)
  4.2%, 0.3%, -4.8%, i, 2.3%, -0.5%, -25.3%, 2.5, -4.1%
- c1ccc(-n2ncc3c(N4CCCC4)ncnc32)cc1
  31.0%, -5.1%, -14.3%, i, 3.6%, -0.5%, -20.7%, 1.1, ?
- N#C/C(=C\c1cc2ccccc2nc1N1CCOCC1)C(=O)Nc1ccc(N2CCOCC2)cc1
  4.4%, -14.6%, -1.9%, i, 3.8%, -0.6%, 1.7%, -3.5, ?
- Cc1c(C(=O)NC2CCN(Cc3ccccc3)C2)oc2ccc(Br)cc12 (stereo not drawn)
  ?, 4.5%, 0.9%, i, 3.5%, 2.7%, -18.1%, 1.0, 6.2%
- CCC1(C(=O)O)NC(c2cc(OC)ccc2O)C2C(=O)N(Cc3ccccc3)C(=O)C21 (stereo not drawn)
  3.1%, -1.4%, -0.4%, i, 7.3%, -1.4%, 13.1%, -0.9, -4.1%
- O=C1CSC(c2ccc(F)cc2)N1c1c(F)cccc1F (stereo not drawn)
  -1.3%, 1.5%, -30.1%, i, 7.9%, -0.2%, -14.6%, -3.1, 1.1%
- CC(C)CC(NC(=O)c1ccccc1NC(=O)c1ccccc1)C(=O)O (stereo not drawn)
  0.1%, 4.5%, -20.9%, i, -2.0%, 0.0%, 3.5%, 0.7, -4.9%
- COc1ccc(N2C(=O)CC(n3c(CCCCO)nc4ccccc43)C2=O)cc1 (stereo not drawn)
  2.9%, -7.1%, -1.9%, i, 10.1%, 0.1%, 1.4%, -0.2, -14.1%
- Cc1ccc(NS(=O)(=O)c2ccc(OCC(=O)NCc3ccncc3)cc2)cc1
  -21.0%, 0.5%, ?, i, -6.0%, -0.8%, -1.4%, -2.3, ?
- O=C(NCCc1ccccc1)C(=O)NCC1OCCN1S(=O)(=O)c1cc(F)ccc1F (stereo not drawn)
  6.2%, 11.8%, -2.1%, ?, 5.2%, 0.2%, -3.1%, -2.2, -14.2%
- C=CCOc1cccc(C2/C(=C(/O)c3ccc4c(c3)CC(C)O4)C(=O)C(=O)N2CCN2CCOCC2)c1 (stereo not drawn)
  -6.5%, 2.8%, 1.3%, i, 2.8%, 2.7%, -21.4%, 1.2, 0.1%

Look-ups from the results shown:
For ATXN2 expr inh, O=C(NCCCn1ccnc1)c1cc2cc([N+](=O)[O-])ccc2oc1=O has the entry 0.0%
For IL2 activator, CN(C(=O)CSc1nc2ccccc2s1)c1c(N)n(Cc2ccccc2)c(=O)[nH]c1=O has the entry 0.8
